TbPYK inhibitor: T. brucei pyruvate kinase inhibition. Q57TT1. TbPYK enzyme, Kinase-Glo Plus ATP luminescence, 45 min. Potency, µM (top dose mostly 76.8 µM), for the others: at the top dose activity, negative = inhibition, most hits filed as inhibitors. actives 0.12% (n = 410,000). AID 624173; active = well fitted inhibition curve with a large enough effect; inconclusive = small, poorly fitted or top-dose-only effect; note: nearly all actives have a fitted effect of over 50% in size
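Enzyme and substrate buffer are dispensed first and compound is pin-transferred. ADP at 130 uM final then starts the reaction, which runs 45 min at room temperature. Detection reagent is added for 10 min before luminescence is imaged.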
* hit, by the source's call; [ ] = dose if it differs, or a comment. % is set by controls: 0 for no effect and ±100 for the full control effect; potency is the fitted concentration of half-maximal effect. An excerpt; rates above refer to the full screens.

For Cc1nc2ccn(Cc3ccco3)c(=O)c2cc1C(=O)NCc1ccccc1 the results were TbPYK inhibitor 0.2%.
Cc1oc(-c2ccc(C(=O)Nc3cccc(C(F)(F)F)c3)cc2)nc1CSc1ccccc1 was read as TbPYK inhibitor 0.3%.
`CCOCCCNC(=O)c1cnc2sc(N3CCCCC3)nn2c1=O` gave TbPYK inhibitor 2.2%.
`CC1(c2cccc(Br)c2)NC(=O)N(CC(=O)NCCC2=CCCCC2)C1=O` (stereo not drawn) gave TbPYK inhibitor 2.5%.
For COc1ccc(S(=O)(=O)N(CCc2ccccc2)CC(=O)Nc2cc(Cl)ccc2C)cc1 the results were TbPYK inhibitor 1.9%.
For COCCNC(=O)Cn1c(=O)n(CCCCCC(=O)NCc2ccccc2Cl)c(=O)c2sccc21 the results were TbPYK inhibitor -2.2%.
CCCCOC(=O)c1ccc(NC(=O)c2ccc(F)cc2F)cc1 was read as TbPYK inhibitor -1.1%.
Screening CCOc1ccccc1NC(=O)CSc1ncc2c(n1)-c1ccccc1N(CC)S2(=O)=O returned TbPYK inhibitor 4.1%.
Screening COc1ccccc1Cn1c(CNS(=O)(=O)c2ccc(C(C)C)cc2)nc2cccnc21 returned TbPYK inhibitor -2.3%.
Screening O=C1NC[C@H](CCCCN2CCN(CCC3CCCCC3)C(=O)C2=O)N(CCC2CCCCC2)C1=O returned TbPYK inhibitor -6.0%.
Screening Cc1ccc(-c2cn3nc(N4CCCC(C(=O)NCc5ccccc5F)C4)sc3n2)cc1 (stereo not drawn) returned TbPYK inhibitor 3.3%[15.4 µM].
Screening CCOc1ccc(CNC(=O)Nc2ccc3c(c2)N(C)C(=O)c2ccccc2S3)cc1 returned TbPYK inhibitor 3.0%.

Overlap with the part before: 6 entries; new compounds follow.
CCCCOC(=O)c1ccc(NC(=O)c2ccc(F)cc2F)cc1 was read as TbPYK inhibitor -1.1%.
Screening CCOc1ccccc1NC(=O)CSc1ncc2c(n1)-c1ccccc1N(CC)S2(=O)=O returned TbPYK inhibitor 4.1%.
Screening COc1ccccc1Cn1c(CNS(=O)(=O)c2ccc(C(C)C)cc2)nc2cccnc21 returned TbPYK inhibitor -2.3%.
Screening O=C1NC[C@H](CCCCN2CCN(CCC3CCCCC3)C(=O)C2=O)N(CCC2CCCCC2)C1=O returned TbPYK inhibitor -6.0%.
Screening Cc1ccc(-c2cn3nc(N4CCCC(C(=O)NCc5ccccc5F)C4)sc3n2)cc1 (stereo not drawn) returned TbPYK inhibitor 3.3%[15.4 µM].
Screening CCOc1ccc(CNC(=O)Nc2ccc3c(c2)N(C)C(=O)c2ccccc2S3)cc1 returned TbPYK inhibitor 3.0%.
Cc1c(CC(=O)N2CCCCC2)c(=O)oc2c(C)c(O)ccc12 was read as TbPYK inhibitor 2.6%.
For O=C(Nc1ccc(OC(F)(F)F)cc1)c1cccn(Cc2ccccc2Cl)c1=O the results were TbPYK inhibitor 0.0%.
Screening C[C@@H]1CN([C@@H](C)CO)C(=O)c2cc(N(C)C)ccc2O[C@@H](C)CCCCO[C@@H]1CN(C)Cc1ccc2c(c1)OCO2 returned TbPYK inhibitor inconclusive.
Screening Cc1ccc(S(=O)(=O)N2CC=C(N)N2)cc1 returned TbPYK inhibitor 0.8%.
Screening CCN1C(C(=O)c2ccccc2)=C(OC(=O)c2ccc(OC)cc2)c2ccccc2S1(=O)=O returned TbPYK inhibitor 2.9%.
`CCC(=O)N1CCC1(C)C(=O)Nc1ccc2c(c1)CCN2C(C)=O` (stereo not drawn) gave TbPYK inhibitor 7.1%.
`CC(=O)Nc1cccc(-c2csc(C(C)(O)c3cccc(F)c3)n2)c1` (stereo not drawn) gave TbPYK inhibitor -0.8%.
`CCc1nnc(NC(=O)[C@@H](NS(=O)(=O)c2ccc3c(c2)OCCO3)C(C)C)s1` gave TbPYK inhibitor -0.6%.
`CN(Cc1ccccc1)C(=O)c1cccc(NC(=O)Cc2ccc(NC(=O)C3CCCN(C(=O)CCc4ccccc4)C3)cc2)c1` (stereo not drawn) gave TbPYK inhibitor 0.3%.
For Cc1ccccc1NC(=O)NCc1ccccn1 the results were TbPYK inhibitor 6.5%.
For Cc1nc2scc(C)n2c(=O)c1S(=O)(=O)Nc1cccc(O)c1 the results were TbPYK inhibitor 8.6%.
`Cc1ccc(C(=O)N2c3nc(-c4ccco4)nn3C3(CCCCC3)[C@@H]3CCCC[C@@H]32)cc1` gave TbPYK inhibitor 3.4%.

Two neighbouring records from above, quoted:
Cc1c(CC(=O)N2CCCCC2)c(=O)oc2c(C)c(O)ccc12 was read as TbPYK inhibitor 2.6%.
For O=C(Nc1ccc(OC(F)(F)F)cc1)c1cccn(Cc2ccccc2Cl)c1=O the results were TbPYK inhibitor 0.0%.

(continued)
Screening COc1cc(-c2noc(C3CC(=O)N(c4cc(C)ccc4C)C3)n2)cc(OC)c1OC (stereo not drawn) returned TbPYK inhibitor -4.4%.
Screening COc1ccc(NC(=O)COC(=O)c2ccc(S(=O)(=O)N3CCCCC3)cc2)c(OC)c1 returned TbPYK inhibitor 0.6%.
`O=C1NC[C@H](CCCCN2C[C@H](Cc3ccc(O)cc3)N(CCc3ccc(O)cc3)C(=O)C2=O)N(CC2CCCCC2)C1=O` gave TbPYK inhibitor -1.0%.
`OCC(O)C1OC(c2ccco2)OC(CO)C1O` (stereo not drawn) gave TbPYK inhibitor -1.5%.
O=C(NCc1cccnc1)C1C2C=CC(C2)C1C(=O)Nc1cccc(C(F)(F)F)c1 (stereo not drawn) was read as TbPYK inhibitor -12.2%.
Fc1ccccc1CSc1ncnc2c1ncn2C1CCCO1 (stereo not drawn) was read as TbPYK inhibitor -1.3%.
COc1ccc(CC(N)c2csc(Nc3ccc(C(C)=O)cc3)n2)cc1 (stereo not drawn) was read as TbPYK inhibitor -7.1%.
For COc1ccc(Nc2nn3c(=O)c4cc5c(cc4nc3s2)OCO5)c(OC)c1 the results were TbPYK inhibitor 1.3%.
Screening N#Cc1cc2c(nc1SCC(=O)Nc1cccc(C(F)(F)F)c1)C1CCN2CC1 returned TbPYK inhibitor 5.5%.
`O=C(COc1ccc(Cl)cc1)Nc1ccc2nc(SCC(=O)N3CCOCC3)sc2c1` gave TbPYK inhibitor -4.1%.
`COc1cccc(NC(=O)CCc2c(C)nc3ncnn3c2C)c1` gave TbPYK inhibitor -0.5%.
Screening COc1ccc(N2CCN(C(=O)c3ccc4c(c3)N(Cc3cc(C)ccc3C)C(=O)c3ccccc3S4=O)CC2)cc1 (stereo not drawn) returned TbPYK inhibitor -0.8%.
Cc1ccccc1CNC(=O)C1=Cc2ccccc2OC1 was read as TbPYK inhibitor 3.0%.
For COc1ccccc1-n1c(=O)n(C)c2c(C(N)=O)nc(-c3cc(OC)c(OC)c(OC)c3)nc21 the results were TbPYK inhibitor -5.0%.
`COc1ccc(CN(C)c2ccc(-c3nc(-c4ccc(OC)c(OC)c4)no3)cc2[N+](=O)[O-])cc1` gave TbPYK inhibitor -4.4%.
`CCOc1ccc(Nc2sc(C(=O)c3cccc(OC)c3)c(N)c2S(=O)(=O)c2ccccc2)cc1` gave TbPYK inhibitor -7.8%.
Screening O=C(NCC(c1cccnc1)N1CCN(Cc2ccccc2)CC1)C(=O)Nc1ccc(Cl)cc1 (stereo not drawn) returned TbPYK inhibitor 5.1%.
For Cc1nc(N2CCN(S(=O)(=O)c3cccs3)CC2)c2c(-c3ccccc3)c(C)sc2n1 the results were TbPYK inhibitor 3.0%.
`CCOc1cccc2sc(N3CCN(C(=O)c4ccc5c(c4)CCCC5)CC3)nc12` gave TbPYK inhibitor -3.1%.
`COc1cc(-c2nc3ccc(C)cn3c2Nc2ccc(Cl)cc2)ccc1O` gave TbPYK inhibitor 0.0%.
Cc1ccccc1Cn1cccc(C(=O)Nc2nc3ccccc3s2)c1=O was read as TbPYK inhibitor -0.7%.
For COc1ccc(-c2noc(CNC(=O)c3ccc(OC)cc3OC)n2)cc1 the results were TbPYK inhibitor -6.1%.
`CC(C)(C)S(=O)(=O)N1Cc2cc(=O)n(Cc3ccccc3)c(CCO)c2[C@H]1CCO` gave TbPYK inhibitor 0.0%.
For CCCCn1nnnc1C(c1cccc(OC)c1OC)N1CCN(C/C=C/c2ccccc2)CC1 (stereo not drawn) the results were TbPYK inhibitor 3.2%.
For CCN(CC)c1ccc(C(=O)NNC(=O)C2CCN(c3ncnc4sc(C)c(C)c34)CC2)cc1 the results were TbPYK inhibitor -11.2%.
Screening CCCCCCCCNS(=O)(=O)CCNCCc1ccccc1 returned TbPYK inhibitor -2.1%.
For O=C(O)C[C@H]1c2cc(C(F)(F)F)ccc2S(=O)(=O)N1Cc1ccccc1 the results were TbPYK inhibitor -0.2%.
`CCC(c1nnnn1-c1c(C)cccc1C)N1CCN(c2ccc(C(F)(F)F)cc2[N+](=O)[O-])CC1` (stereo not drawn) gave TbPYK inhibitor -14.6%.
For Cc1ccc(S(=O)(=O)NC[C@H]2O[C@@H](n3ccc(N)nc3=O)[C@H](O)[C@@H]2O)s1 the results were TbPYK inhibitor -2.0%.
For COc1ccc(C(=O)/C=C2\C(=O)Nc3ccc(Br)cc32)cc1 the results were TbPYK inhibitor -1.1%.
COC(=O)c1ccc2nc(-c3ccc(F)cc3)c(Cc3ccc(C)cc3)n2c1 was read as TbPYK inhibitor -4.0%.
O=C(C=C(O)c1ccc(Cl)cc1)C(=O)NNC(=O)C(O)(c1ccccc1)c1ccccc1 was read as TbPYK inhibitor -14.1%.
O=[N+]([O-])c1ccc2nc(N3CCNCC3)ccc2c1 was read as TbPYK inhibitor -3.7%.
`C[C@@H](NC(=O)[C@@H]1CCCN1C(=O)[C@@H]1CCCN1C(=O)c1cccc(Cl)c1)c1ccccc1` gave TbPYK inhibitor -8.2%.
Screening CN(C(=O)c1cccc(NC(=O)Cc2ccc(NC(=O)C3CCCN(C(=O)C4CCCC4)C3)cc2)c1)C1CCCCC1 (stereo not drawn) returned TbPYK inhibitor 5.3%.
`Cc1c(C)n(Cc2ccccc2)c2ccc(C(=O)NCc3ccco3)cc12` gave TbPYK inhibitor -4.4%[15.4 µM].
Nc1cc2c(cc1Br)-c1ccc(F)cc1C2O (stereo not drawn) was read as TbPYK inhibitor -4.0%.
For Fc1ccc(-c2nc3ccc(Cl)cn3c2Cc2cccc(F)c2)cc1 the results were TbPYK inhibitor -4.5%.
Screening Cc1cc(NC(=O)c2ccc3sc([C@@H]4O[C@H](CO)[C@H](O)[C@H](O)[C@H]4O)nc3c2)n(C)n1 returned TbPYK inhibitor -1.9%.
`CCCOC(=O)CSc1nnc2ccc3ccccc3n12` gave TbPYK inhibitor 0.4%.
O=C(Nc1cc(C(F)(F)F)ccc1Cl)c1cnn(-c2ccccc2)c1-n1cccc1 was read as TbPYK inhibitor 4.2%.
`C=Cc1ccc(Cn2c(C(=O)O)c(CNC3CCCC3)c3ccc(C)cc32)cc1` gave TbPYK inhibitor -0.9%.
Cc1nc(N2CCCC2)c2c(C(=O)N3CCN(c4cccc(Cl)c4)CC3)c(C)oc2n1 was read as TbPYK inhibitor 0.0%.
Screening CCCC(=O)Nc1cccc(OCc2cc(=O)n3cccc(C)c3n2)c1 returned TbPYK inhibitor 0.0%.
`CC1CN(C(=O)CCC(=O)NCc2cccs2)c2ccccc2O1` (stereo not drawn) gave TbPYK inhibitor -4.0%.
`Cc1cccc(C(=O)NCc2nnc(SCC(=O)N3CCN(c4ccccc4)CC3)n2C)c1` gave TbPYK inhibitor 1.9%.
For CC(C)CCNC(=O)c1c2c(nc3ccccc13)C(=O)N(C1CCCCC1)C2 the results were TbPYK inhibitor -10.3%.
`Cc1cc(C)cc(NC(=O)C(NS(=O)(=O)c2cccc3nsnc23)c2ccccc2)c1` (stereo not drawn) gave TbPYK inhibitor 0.7%.
For COc1ccccc1-c1cnc(C(O)c2ccc(C)cc2C)[nH]1 (stereo not drawn) the results were TbPYK inhibitor 0.1%.
Screening COCCc1ccc(OC2(C)CCN(Cc3cccn3-c3nccs3)C2)cc1 (stereo not drawn) returned TbPYK inhibitor 0.9%.
`O=C(COc1ccc(Cl)cc1)N(Cc1ccco1)Cc1ccco1` gave TbPYK inhibitor 0.3%.
For Cc1cccn2c(=O)cc(COc3ccc(NC(=O)C(C)Oc4ccccc4)cc3)nc12 (stereo not drawn) the results were TbPYK inhibitor -2.2%.
Screening CCc1ccc(-n2c(=O)c3sc4ccccc4c3n(Cc3cccc(F)c3)c2=O)cc1 returned TbPYK inhibitor 3.7%.
Screening Cc1c(Cl)cccc1-n1ncc(C(=O)NC2CCCCC2)c1C1CCN(C(=O)OC(C)(C)C)CC1 returned TbPYK inhibitor 5.3%.
NNC(=O)CC1=NNC(=O)C1 was read as TbPYK inhibitor -2.2%.
`CCc1ccc(NC(=O)CC2C(=O)N(c3cccc(OC)c3)C(=O)N2Cc2ccco2)cc1` (stereo not drawn) gave TbPYK inhibitor 2.2%.
`CCOC1=C2CN(S(=O)(=O)c3ccc(C)cc3)[C@H](c3ccccc3)C[C@H]2[C@H]2C(=O)N(c3ccccc3)C(=O)[C@H]2C1` gave TbPYK inhibitor -0.3%.
Screening CC(=O)N1CCc2cc(S(=O)(=O)NC(Cc3ccccc3)C(=O)NCc3ccc(C)cc3)ccc21 (stereo not drawn) returned TbPYK inhibitor -9.3%.
Screening CCC(=O)N1CCC1(C)C(=O)Nc1cc(-c2ccccc2)nn1C (stereo not drawn) returned TbPYK inhibitor -4.1%.
For Cc1ccccc1NC(=O)c1ccccc1NC(=O)c1ccccc1Cl the results were TbPYK inhibitor -0.5%.
For CCC12CN3CC(C)(CN(C1)C3c1c[nH]c3ccccc13)C2=O (stereo not drawn) the results were TbPYK inhibitor -5.7%.
`CCCCCn1c(CN2CCN(c3ccc(OC)cc3)CC2)nc2c1c(=O)[nH]c(=O)n2C` gave TbPYK inhibitor -6.4%.
`O=C(Nc1ccc(F)cc1)C1CCCN(c2ncnc3c2nc2n3CCCCC2)C1` (stereo not drawn) gave TbPYK inhibitor 12.0%.
Screening Cc1ccc(-c2onc(C)c2C)cc1S(=O)(=O)NCc1ccc(N(C)C)cc1 returned TbPYK inhibitor 4.3%.
Screening COc1ccc(N2CCN(c3ncnc4c3cnn4C)CC2)cc1 returned TbPYK inhibitor -11.5%.
